Screens (PubChem)
CHO parental Ca: counter-screen: ATP calcium response change in parental CHO cells; parental CHO-K1, ATP-induced calcium, Fluo-8 fluorescence; inhibition, % at 5.6 µM; 330,000 compounds, 0.63% hits;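 active = inhibition above that plate's mean sample inhibition plus 3 SD, cut at about 26% in these data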;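 also: 0% = ATP-challenged DMSO wells and 100% = DMSO wells without ATP; some compounds past the cut are filed as inactive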
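Assay system: untransfected parental CHO cell line. Also added: ATP agonist challenge. Dosing: one dose, 5.6 µM nominal. Measured by: Fluo-8 fluorescence. Read-out: % inhibition. Benchmarks: ATP wells versus no-ATP DMSO wells. Repeats: no replicates.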
OXTR agonist: human OXTR agonism; CHO-OTR cells, Fluo-8 calcium fluorescence; normalized: DMSO 0%, oxytocin 100%; activation, % at 3 µM; 320,000 compounds, 0.32% hits;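 active = activation above the mean of all tested compounds plus 3 SD, cutoff set per screening run, cut at about 20% in these data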;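 also: peak over basal fluorescence ratio from a 100 s FLIPR kinetic read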
M1 PAM: positive allosteric modulators of human M1 muscarinic receptor. activation, % at 3 µM. 360,000 compounds, 0.088% hits. CHO-K1 hM1, Fluo-8 calcium fluorescence, ACh EC20; 0% = ACh EC20, 100% = maximal ACh; in the data active = activation above about 19%, passing the limit was not always enough
Target sequence (P11229 whole entry, looked up): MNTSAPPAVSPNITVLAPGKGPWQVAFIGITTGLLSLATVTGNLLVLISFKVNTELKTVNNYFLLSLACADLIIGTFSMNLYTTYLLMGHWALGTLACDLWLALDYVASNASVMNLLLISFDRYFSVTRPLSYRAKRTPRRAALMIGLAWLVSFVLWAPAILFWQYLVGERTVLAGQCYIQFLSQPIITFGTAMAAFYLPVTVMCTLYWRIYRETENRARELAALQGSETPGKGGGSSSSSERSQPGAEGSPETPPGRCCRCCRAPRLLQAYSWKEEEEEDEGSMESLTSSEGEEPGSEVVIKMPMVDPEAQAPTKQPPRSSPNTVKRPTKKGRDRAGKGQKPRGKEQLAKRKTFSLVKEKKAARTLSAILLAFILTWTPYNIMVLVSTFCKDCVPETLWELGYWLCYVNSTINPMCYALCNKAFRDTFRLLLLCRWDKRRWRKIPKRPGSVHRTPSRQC
M1 antag: blocks human M1 muscarinic receptor; 360,000 compounds, 1.3% hits; CHO-K1 hM1, Fluo-8 calcium fluorescence, ACh EC80 antagonist; inhibition, % at 3 µM; P11229; AID 588852;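 active = percent inhibition above its own plate's cutoff, namely the mean of that plate's compound wells plus 3 SD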;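 also: peak over basal fluorescence ratio during 140 s after agonist addition; 0% = ACh EC80 plus DMSO and 100% = DMSO alone without agonist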
CHRM1 agonist: activates human CHRM1 receptor; 360,000 compounds, 0.33% hits; activation, % at 3 µM; CHO-K1 hM1, Fluo-8 calcium fluorescence, agonist mode; 0% DMSO, 100% acetylcholine EC100;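 active = activation above the run's mean compound activation plus 3 SD, cut at about 16% in these data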;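 also: peak over basal fluorescence ratio within a 140 s kinetic read after compound addition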
TAAR1 antagonist: human TAAR1 antagonism; 360,000 compounds, 1.5% hits; AID 624466; CHO RD-HGA16 TAAR1, Fluo-8 calcium fluorescence, antagonist; inhibition, % at 3 µM;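 active = inhibition above a per-plate cutoff, the mean inhibition of test compounds on that plate plus 3 SD, cut at about 49% in these data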;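 also: 0% = DMSO plus EC80 beta-PEA response and 100% = DMSO alone without agonist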
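System: CHO RD-HGA16 cells bearing hTAAR1. Reagent: EC80 β-phenethylamine stimulus. Schedule: seeding 17-24 h prior, 75-min 37 °C, 30-min RT dye loading. Signal: Fluo-8 intracellular calcium dye fluorescence, real-time kinetic reads. Read-out: % inhibition from peak post-agonist over basal fluorescence ratio. Benchmarks: vehicle wells and EC80 agonist wells. Replicates: n of 1.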
V1R ag counter: activates human V1a receptor in oxytocin agonist counter-screen; P37288; 320,000 compounds, 0.25% hits; CHO-V1R cells, Fluo-8 calcium fluorescence, agonist mode; 0% DMSO, 100% 3 nM vasopressin; activation, % at 3 µM;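 active = activation above the mean activation of all tested compounds plus 3 SD, per screening run, cut at about 20% in these data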;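 also: signal is peak over basal fluorescence ratio across a 100 second FLIPR read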
Target sequence (P37288 whole entry, looked up): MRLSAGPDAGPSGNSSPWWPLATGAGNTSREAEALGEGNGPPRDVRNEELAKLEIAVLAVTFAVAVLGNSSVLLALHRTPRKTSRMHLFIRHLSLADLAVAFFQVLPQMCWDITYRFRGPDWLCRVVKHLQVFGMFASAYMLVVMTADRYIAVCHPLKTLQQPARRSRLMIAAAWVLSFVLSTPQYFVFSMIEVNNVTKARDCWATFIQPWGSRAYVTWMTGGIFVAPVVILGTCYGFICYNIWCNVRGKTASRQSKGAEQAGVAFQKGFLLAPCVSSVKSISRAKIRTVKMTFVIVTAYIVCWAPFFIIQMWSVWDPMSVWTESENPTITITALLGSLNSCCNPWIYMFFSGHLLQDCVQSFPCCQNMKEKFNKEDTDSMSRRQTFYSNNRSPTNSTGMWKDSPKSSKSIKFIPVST
OXTR potentiator: potentiates the human oxytocin receptor response. CHO-OTR cells, Fluo-8 calcium fluorescence, potentiator mode; 0% = oxytocin EC15, 100% = EC100. P30559. activation, % at 3 µM. 320,000 compounds, 0.061% hits;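 active = activation above that plate's cutoff, the mean activation of tested compounds plus 3 SD, cut at about 6.6% in these data, passing the limit was not always enough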;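 also: 100% uses oxytocin at 75 nM as the full agonist control; some results filed as inactive read as strong as hits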
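test system = CHO-OTR cells, human receptor | compound = single-point 3.0 µM | schedule = 6 min compound pre-incubation at room temperature, 100 s kinetic read | signal = Fluo-8 no-wash calcium dye fluorescence, excitation 470-495 nm, emission 515-575 nm | repeats = single well per compound, singlicate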
TAAR1 agonist: human TAAR1 agonism. Q96RJ0. CHO RD-HGA16 TAAR1, Fluo-8 calcium fluorescence; vehicle wells 0%, saturating PEA agonist 100%. activation, % at 3 µM. 360,000 compounds, 0.99% hits;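 active = activation above the mean activation of all test compounds in the run plus 3 SD, cut at about 38% in these data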
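Test system: RD-HGA16 (CHO) cells co-expressing Gα16 and hTAAR1 / Benchmarks: DMSO vehicle as 0%, PEA at EC100 as 100% / Repeats: no replicates (n 1) / Measure: % activation from peak over basal fluorescence ratio, DMSO-to-PEA scaled / Timing: 17-24 h plating, Fluo-8 75 min 37 °C, 30 min RT / Technique: kinetic Fluo-8 calcium fluorescence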
* = called active by the depositor; / = no result given.

Compound	CHO parental Ca	OXTR agonist	M1 PAM	M1 antag	CHRM1 agonist	TAAR1 antagonist	V1R ag counter	OXTR potentiator	TAAR1 agonist
CC12CCC(C(=O)N(c3cccc(Cl)c3)C1=O)C2(C)C (configuration not stated)	-8	-1.0	8	-11	-7	-40	-0.2	1	6
O=C(NCC(=O)N(CC1CCCO1)C(C(=O)NC1CCCCC1)c1ccccc1)c1ccco1 (configuration not stated)	-20	-0.2	7	-8	-5	-3	0.3	-10	4
Cc1ccc(NC(=O)C2=C(O)c3sccc3N(C)S2(=O)=O)cc1	0	-3.0	8	-11	-3	-7	-1.2	-11	3
Cc1cccc(NC(=O)c2c(C)cc(=O)oc2C)n1	3	0.2	1	-2	-6	3	0.2	-2	2
COc1ccc(-n2c(C)cc(C(=O)Cn3nnc4ccccc4c3=O)c2C)cc1	4	-0.7	-1	-7	-8	39	-0.7	-5	8
COc1ccc(Cl)cc1NS(=O)(=O)c1cccc(C(=O)NCC(c2ccco2)N2CCCC2)c1 (configuration not stated)	-21	1.5	7	-15	-7	-15	1.4	-9	4
CC[N+]1(CC(O)COC2CC(C)CC(C)(C)C2)CCOCC1 (configuration not stated)	-6	2.0	-17	10	-8	4	0.6	2	3
COc1ccccc1C(=O)NC1CCN(C(=O)Nc2ccc(C)cc2)CC1	-10	-0.3	5	-8	-4	4	0.3	-3	-5
COc1cccc(/C=N/n2cnc3ccccc32)c1OC	-18	1.6	-4	-2	-4	12	0.6	1	10
O=C(NCc1cc2ccccc2[nH]1)c1ccccc1F	-6	0.2	16	-26	1	15	1.6	0	0
CC1CCc2nn(CC(=O)N3CCCCCC3)cc2C1 (configuration not stated)	1	-0.8	10	-12	-4	21	0.6	-11	-1
O=C(COC(=O)c1cc2ccccc2oc1=O)Nc1cccc(S(=O)(=O)N2CCCCCC2)c1	-7	0.2	1	-4	-6	-11	-0.2	-2	4
O=C1CSC(c2cccnc2)N1c1cccc(Cl)c1 (configuration not stated)	-9	2.0	12	-12	-8	6	0.8	5	0
CC(=O)C(C)Oc1ccc2c3c(c(=O)oc2c1)CCCC3 (configuration not stated)	-7	1.8	2	7	-5	-10	1.6	-19	1
COc1ccc(/C=C/C(=O)OCC(=O)NCc2ccccc2Cl)cc1OC	-31	-1.8	3	-4	-4	-28	0.3	2	2
CCCN1C(=O)C(O)(CC(=O)c2ccc3c(c2)OCCO3)c2ccccc21 (configuration not stated)	-14	3.2	3	-23	0	1	3.0	0	11
COc1cccc(N2CCN(c3ccc(N4C(=O)CCC4=O)cc3[N+](=O)[O-])CC2)c1	33*	6.4	-4	11	5	-13	10	-17	6
Cc1noc(C)c1C(=O)OC(C(=O)NC1CCCC1)c1ccc(F)cc1 (configuration not stated)	-12	-2.1	3	-6	-6	/	-1.5	2	/
CCOc1ccc(C2/C(=C(\O)c3ccc4c(c3)OCCO4)C(=O)C(=O)N2CCN2CCOCC2)cc1OCC (configuration not stated)	-5	-0.3	12	-14	-2	-12	-0.1	0	6
CCOC(=O)C1=C(O)/C(=C\c2cccs2)N=C1C	-6	-0.8	4	-12	-7	-25	-0.8	3	0
CN(c1ccccc1)S(=O)(=O)c1cccc(C(=O)OCC(=O)NCc2ccccc2)c1	-17	1.5	-5	-1	-2	25	2.8	-5	5
COC(=O)c1c(C)nc(C)c(C(=O)OC)c1-c1ccsc1	-2	-0.8	11	-13	-5	-1	-0.6	1	3
C[C@@H]1CC=C[C@H]2[C@H]1C(=O)N(Cc1ccccc1)[C@H]2c1ccc(-c2cc3ccccc3s2)cc1F	-12	-1.2	4	-5	-3	-14	-0.1	-6	-1
Cc1ccc(-n2nnnc2SCC(=O)c2c(N)n(C3CC3)c(=O)[nH]c2=O)cc1	0	0.8	5	0	-3	-2	0.6	1	7
CCN(CC)CCNC(=O)c1ccc(NC(=O)c2c(F)cccc2Cl)cc1	-25	0.3	3	-1	-6	4	0.6	-16	-1
COCCNC(=O)c1sc2ncn(CC(=O)N3CCCCC3)c(=O)c2c1C	4	1.8	-5	-3	-2	-2	0.3	-14	9
CCOC(=O)C(c1ccccc1)N1CCN(c2ccc(OC)cc2)CC1 (configuration not stated)	-27	-1.0	6	-3	-2	-11	-0.2	-5	4
COc1ccccc1OCCSc1nc2ccccc2n1CCO	-13	0.1	5	-1	-3	16	1.6	-17	5
C=CCNc1nc(Cl)nc(NC2CCCCC2)n1	/	/	3	-10	-5	-13	/	/	0
CC(C)N(Cc1nc(-c2ccc(Cl)cc2)no1)C(=O)C(c1ccccc1)c1ccccc1	4	3.4	4	-7	-4	1	0.5	-2	7
CCc1ccc2n(-c3ccc(OC)cc3)c([S-])c(C(=O)Nc3cc(C)cc(C)c3)[n+]2c1	-16	0.2	6	-9	-5	13	0.2	1	-2
COC(C(=O)Nc1ccc(S(=O)(=O)Nc2ccc(C)c(C)c2)cc1)c1ccccc1 (configuration not stated)	-8	4.6	3	1	6	1	3.2	-13	14
O=C(Nc1cccnc1Cl)c1cccnc1Cl	3	0.5	-3	-9	-1	10	0.8	-7	3
Cc1sc2ncnc(N3CCC(C(=O)NNC(=O)c4ccccc4Cl)CC3)c2c1C	-8	1.8	-7	9	-2	9	5.8	-7	9
O=C(O)Cn1cc(/C=C/[N+](=O)[O-])c2ccccc21	-13	1.0	-2	2	-4	-3	0.0	-1	6
N#CC1(NC(=O)COC(=O)c2ccc(-c3ccc(O)cc3)cc2)CCCCC1	-5	6.0	1	2	3	5	3.4	-7	3
Cc1ccnc(N2C(=O)c3ccccc3C2Nc2ccccc2Cl)c1 (configuration not stated)	-22	-1.5	-4	-8	1	-15	-1.1	-7	-1
Cc1ccc(-c2csc3nc[nH]c(=O)c23)c(C)c1	-7	-1.3	4	-9	-3	5	-0.2	-5	-1
CC(=O)C1=C(O)C(=O)N(c2ccc(S(=O)(=O)Nc3nccs3)cc2)C1c1ccc([N+](=O)[O-])cc1 (configuration not stated)	8	0.3	5	-2	-5	2	0.4	-11	3
O=C(/C=C/c1c(Cl)cccc1Cl)n1cccn1	-4	0.1	5	-8	-3	-7	-0.1	-7	13
COc1ccc(/C=N/N2CCOCC2)cc1Cn1cc([N+](=O)[O-])cn1	-13	0.1	1	2	-4	0	-1.5	-10	16
Cc1onc(-c2ccccc2)c1C(=O)NNC(=S)NC(=O)c1ccc(F)cc1	2	33*	-9	6	70*	39	21*	-11	112*
CCN1CCN(C(=O)CS(=O)(=O)Cc2nc(-c3ccccc3C)oc2C)CC1	-17	1.6	2	-1	-4	-28	2.2	-4	3
CC(NC(=O)Cc1ccc(F)cc1)c1ccccc1 (configuration not stated)	-22	-0.7	7	-4	-3	4	-0.1	-5	7
CC1Cc2nc(SCC(=O)Nc3ccc4c(c3)OCO4)n(CCc3ccccc3)c(=O)c2S1 (configuration not stated)	-6	0.9	-11	8	-6	6	-0.1	-7	-1
CC(NC(=O)c1ccc(N2CCCC2)c([N+](=O)[O-])c1)c1ccc(S(N)(=O)=O)cc1 (configuration not stated)	-6	-0.6	-6	19	-2	10	0.3	-6	0
COc1cc2c(cc1OC)-c1cc(Nc3cccc(F)c3)nc(=O)n1CC2	/	/	6	-7	-1	7	/	/	1
O=C(CC12CC3CC(CC(C3)C1)C2)NC(=S)NCc1ccco1	-32	-1.5	0	6	-3	4	-0.9	-18	-1
COc1nc(C)ccc1-c1noc(-c2ccncc2)n1	-4	-1.4	10	-9	-5	2	-0.3	0	11
COc1ccc(OC)c(NC(=S)NCCC(c2ccccc2)c2ccccc2)c1	-10	-2.0	-9	-4	-6	16	-0.5	-11	3

Going on with the list:
Compound	CHO parental Ca	OXTR agonist	M1 PAM	M1 antag	CHRM1 agonist	TAAR1 antagonist	V1R ag counter	OXTR potentiator	TAAR1 agonist
O=C1N/C(=N\N=C\c2cccs2)SC1Cc1ccc(Cl)c(Cl)c1 (configuration not stated)	-7	0.5	9	-5	-6	-1	-0.9	-13	2
Cc1ccc2c(N)[nH]nc2n1	-5	0.1	12	-5	-6	-2	1.4	-7	7
CCNc1nnc(-c2ccc(C)cc2)o1	-10	-1.5	8	-6	-4	-19	-0.7	7	7
COc1ccc(CN2CCc3cc(OC)c(OC)cc3C2)cc1O	-5	1.6	1	0	-10	2	0.3	3	1
COc1c(C)cccc1C(=O)Nc1ccc(N2CCN(C(=O)c3ccccc3C)CC2)cc1	-24	0.3	-15	31	1	55*	4.5	-4	11
CCOc1ccc2nc(NC3=NC(c4ccc(OC)cc4)CC(=O)N3)nc(C)c2c1 (configuration not stated)	-26	-1.6	0	0	-9	-9	0.2	-4	7
C=CCN(CC(=O)NCc1ccc(OC)cc1)C(=O)c1csnn1	6	-1.4	3	-10	-4	14	-0.7	2	3
C=CCN1C(=O)C(Cc2ccc(OC)cc2)SC1=Nc1ccc(C(=O)O)cc1 (configuration not stated)	4	2.9	8	-6	-7	2	2.1	-5	0
